Screening results as filed in PubChem.
CSN inh: inhibitors of human CSN-mediated cullin deneddylation | actives 0.38% (n = 360,000) | Q92905 | inhibition, % at 12.5 µM | AID 651999 | Purified CSN, SCF-Nedd8-OG deneddylation, fluorescence polarization;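 active = pattern-corrected inhibition above about 35%, with an unprinted fluorescence ratio check between 0.5 and 1.5, limit read from the data, passing the limit was not always enough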;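 note: 0% = enzyme with substrate and 100% = substrate without enzyme; some results filed as inactive read as strong as hits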
Target sequence (Q92905 whole entry, looked up, one chain of several): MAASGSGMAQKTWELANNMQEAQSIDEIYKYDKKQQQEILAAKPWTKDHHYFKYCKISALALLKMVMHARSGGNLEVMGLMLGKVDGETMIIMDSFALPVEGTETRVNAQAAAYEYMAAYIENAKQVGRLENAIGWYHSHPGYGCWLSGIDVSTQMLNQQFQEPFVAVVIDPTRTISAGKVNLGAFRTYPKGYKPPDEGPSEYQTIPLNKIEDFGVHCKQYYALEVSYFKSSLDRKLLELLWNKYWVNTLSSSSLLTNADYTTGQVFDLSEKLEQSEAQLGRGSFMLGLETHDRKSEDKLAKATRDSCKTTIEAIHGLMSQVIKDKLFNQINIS
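assay system = purified human Csn5 enzyme expressed in HEK293T cells | amount = 0.24 nM enzyme | buffer or medium = Tris/NaCl/DTT buffer, pH 7.5 | reagent = 10 nM SCFSkp2-Nedd8OG | compound = one concentration, 12.5 µM, 0.25% DMSO | times = 90 min reaction at room temperature | signal = FP | read-out basis = % inhibition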
FAS-TE inh: inhibitors of human fatty acid synthase thioesterase domain; P49327; inhibition, % at 15 µM; AID 602261; recombinant FAS-TE, OMFH fluorogenic substrate, fluorescence endpoint; actives 0.67% (n = 360,000);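 active = compounds whose normalised, plate-corrected inhibition of enzyme fluorescence in the single-dose primary screen is 50% or more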;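 note: 0% = DMSO with enzyme and 100% = substrate without enzyme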
MsrA act: bovine methionine sulfoxide reductase A activation; purified bovine MsrA, absorbance read-out; actives 0.3% (n = 360,000); activation, % at 10.6 µM; in the data active = activation above about 7.5%;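 note: 0% = vehicle and 100% = reference activator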
MsrA inhibitor: bovine MsrA inhibition; AID 651718; inhibition, % at 15.5 µM; actives 0.75% (n = 360,000); purified bovine MsrA, absorbance read-out; in the data active = inhibition above about 4.5%;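 note: 0% = vehicle wells with enzyme and 100% = reference inhibitor wells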
TbMetRS inhib: Trypanosoma brucei MetRS inhibition; purified T. brucei MetRS, ATP depletion, Kinase-Glo luminescence; inhibition, % at 11.9 µM; actives 0.4% (n = 360,000);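 active = inhibition above a per-plate cutoff of the control wells' mean inhibition plus 3 SD, cut at about 5.5% in these data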;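 note: 0% = DMSO wells median and 100% = median of wells with control inhibitor compound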
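System: purified T. brucei MetRS enzyme / Detection: Kinase-Glo luciferase luminescence reporting remaining unconsumed ATP / Medium: HEPES buffer with MgCl2, KCl, DTT, spermine, BSA, pyrophosphatase / Replication: singlicate, one well per compound / Evaluation: percent inhibition relative to median high and low control wells / Schedule: 2 h aminoacylation at 25 °C after 15 min preincubation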
Rin1-Abl PPI inh: human Rin1-Abl interaction inhibition; TR-FRET Rin1/Abl binding, biochemical; inhibition, % at 7.35 µM; actives 0.4% (n = 360,000); AID 588664; in the data active = inhibition above about 5%, passing the limit was not always enough
E coli Lon inh: inhibits E. coli Lon protease | actives 0.42% (n = 360,000) | inhibition, % at 7.94 µM | P0A9M0 | purified E. coli Lon protease, fluorescence polarization; in the data active = inhibition above about 13%, passing the limit was not always enough;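 note: 0% = enzyme with probe and DMSO and 100% = no enzyme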
Target sequence (P0A9M0 whole entry, looked up): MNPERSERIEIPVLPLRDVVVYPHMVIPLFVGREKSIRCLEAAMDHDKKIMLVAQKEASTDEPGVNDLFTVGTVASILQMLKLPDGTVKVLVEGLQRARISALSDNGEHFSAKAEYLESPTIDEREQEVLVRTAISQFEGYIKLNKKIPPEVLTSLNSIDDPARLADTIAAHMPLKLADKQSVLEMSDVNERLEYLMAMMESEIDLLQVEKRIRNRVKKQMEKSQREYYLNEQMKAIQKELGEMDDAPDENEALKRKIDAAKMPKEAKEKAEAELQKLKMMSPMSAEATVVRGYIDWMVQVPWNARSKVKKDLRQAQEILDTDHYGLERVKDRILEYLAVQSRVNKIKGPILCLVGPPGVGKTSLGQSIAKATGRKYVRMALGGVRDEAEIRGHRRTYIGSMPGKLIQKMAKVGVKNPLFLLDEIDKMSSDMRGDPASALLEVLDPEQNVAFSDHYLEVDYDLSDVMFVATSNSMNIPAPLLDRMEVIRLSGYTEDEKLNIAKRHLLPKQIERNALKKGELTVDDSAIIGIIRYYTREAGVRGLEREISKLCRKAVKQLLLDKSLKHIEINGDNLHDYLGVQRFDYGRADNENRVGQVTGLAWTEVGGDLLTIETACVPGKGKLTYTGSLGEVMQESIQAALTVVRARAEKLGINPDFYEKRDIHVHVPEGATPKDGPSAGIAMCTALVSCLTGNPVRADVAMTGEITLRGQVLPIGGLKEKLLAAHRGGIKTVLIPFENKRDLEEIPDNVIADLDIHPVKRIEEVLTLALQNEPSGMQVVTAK
Neddylation inh: cullin neddylation inhibition; calls only at 25 µM; AID 651699; actives 0.58% (n = 360,000); TR-FRET cullin neddylation, biochemical; in the data active = inhibition above about 36%
PABP1 MLLE inh: blocks PAM2 peptide binding to the PABP1 MLLE domain; inhibition, % at 20 µM; actives 0.36% (n = 360,000); AID 588489; P11940; GST-MLLE / FITC-PAM2 fluorescence polarization; in the data active = inhibition above about 35%, passing the limit was not always enough;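 note: plate controls were DMSO wells with GST-MLLE for no effect and wells lacking GST-MLLE protein for full effect; some results filed as inactive read as strong as hits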
Active calls of the source: *; i = inactive; / = not tested or not shown.

Below each compound: CSN inh	FAS-TE inh	MsrA act	MsrA inhibitor	TbMetRS inhib	Rin1-Abl PPI inh	E coli Lon inh	Neddylation inh	PABP1 MLLE inh
O=C(Nc1cc([N+](=O)[O-])ccc1Cl)C(Sc1ccccc1)c1ccccc1 (stereo not drawn)
→ -15.7	73.2*	-1.6	1.1	-0.5	2.5	15.7	i	-2.2
Cc1cc(NC(=O)CCCC(=O)N(c2ccccc2)C(C(=O)NC2CCCCC2)c2cccs2)no1 (stereo not drawn)
→ 1.9	-1.8	2.4	-0.9	-0.3	0.0	2.5	i	-11.3
O=[N+]([O-])c1ccc(NN=C(Oc2ccccc2)c2ccc([N+](=O)[O-])cc2)cc1
→ 7.0	-30.1	-2.1	0.6	-0.2	-1.6	-52.0	i	-103.1
COc1ccc(CNS(=O)(=O)CCNC(=O)c2ccccc2)cc1
→ -0.4	-5.0	-3.6	1.0	-0.4	2.2	-12.7	i	4.5
CCCn1c(C)cc(C(=O)CSc2nc3ccccc3c(=O)n2Cc2ccco2)c1C
→ 6.6	30.8	-2.3	0.8	-0.1	0.8	1.1	i	-1.4
CCOc1ccccc1C(=O)Nc1ccc(-n2nncc2C(C)(C)C)cc1
→ -5.8	-0.3	-1.0	0.7	0.0	-0.7	-1.8	i	9.2
OC(c1ccc(F)c(F)c1)c1nc(-c2csc3ccccc23)cs1 (stereo not drawn)
→ -1.8	18.5	-2.2	-1.3	-0.3	-0.8	-0.2	i	1.4
CCOc1ccc(N(Cc2nnc3n2CCCCC3)C(=O)Nc2cccc(C)c2)cc1
→ 0.9	-6.9	-5.5	0.6	-0.7	-3.8	-10.9	i	-15.1
CC(SCC(=O)Nc1ccc(S(=O)(=O)N2CCCCC2)cc1)C(=O)O (stereo not drawn)
→ -3.6	-6.4	0.7	-0.3	1.1	-1.1	-4.1	i	0.2
CN(CC(=O)Nc1ccc(F)cc1)C(=O)COC(=O)CCN1C(=O)C2CC=CCC2C1=O (stereo not drawn)
→ 2.3	-4.5	-2.4	-1.4	0.4	-1.9	-1.4	i	-5.5
COc1cccc(COC(=O)C2CCN(S(=O)(=O)c3ccc(Cl)cc3)CC2)c1OC
→ 3.6	23.1	-2.8	2.1	-0.6	3.3	1.0	i	-10.0
COc1ccc(Cc2n[nH]c(=S)n2N)cc1OC
→ -6.0	-5.1	1.5	-0.9	-0.1	1.7	-15.1	i	-17.3
COc1ccc(-c2csc(C(C)(NC(C)=O)c3ccccc3)n2)cn1 (stereo not drawn)
→ 0.1	-1.6	-0.3	0.1	0.0	-0.3	0.7	i	8.6
Cc1c2c([n+]3n1CCC3)CC(C)(C)CC2=O
→ 0.6	-5.2	-2.9	1.7	-0.2	-0.1	-7.8	i	7.9
COc1cc(C(=O)NCC(=O)N/N=C(/C)c2ccc3c(c2)CCCC3)cc(OC)c1OC
→ 3.1	0.0	-7.8	2.4	-1.2	0.9	5.5	i	1.0
COc1cccc(CNc2ccc(S(=O)(=O)N3CCCC3)cn2)c1
→ 5.1	2.9	0.3	-0.2	0.3	0.0	-14.3	i	5.2
COc1cc(/C=C/C(=O)OCC(=O)NCCCc2ccccc2)ccc1O
→ -0.8	14.2	-3.9	1.1	-0.4	-0.2	2.3	i	7.5
Cc1ccc(N2C(=O)C3C4C=CC(CNC(=S)N5CCN(c6ccccn6)CC5)(O4)C3C2=O)cc1 (stereo not drawn)
→ 7.3	0.9	-4.5	-0.3	0.0	-2.7	1.0	i	26.2
O=C(COC(=O)C1=COCCO1)Nc1ccc2c(c1)OCO2
→ -4.0	-9.6	-7.6	0.2	-0.6	-0.3	-5.8	i	4.0
O=c1/c(=C\c2cccn2-c2ccccc2)sc2nc3ccccc3n12
→ 0.3	0.0	-0.4	-2.2	-0.1	-0.3	-9.1	i	-8.1
O=C(Nc1ccc(C(=O)O)cc1)/C(=C\C=C\c1ccccc1)NC(=O)c1ccc(Br)cc1
→ -1.6	24.1	-6.1	4.0	21.3*	-0.9	-7.1	i	-5.2
Cc1cccc(NC(=O)c2ccc(C(=O)c3ccccc3)o2)c1
→ -3.3	2.8	-6.0	0.4	-0.7	-1.8	-1.9	i	-8.2
O=C(NCc1cccc(Cl)c1)c1ccc2c(c1)OCCO2
→ -0.9	3.2	-2.0	-0.6	0.8	-7.2	-1.0	i	-0.1
CCOC(=O)N1CCN(C(=O)CSc2nnc(Cc3cccn3C)n2CCc2ccccc2)CC1
→ 0.9	-4.0	-4.4	0.0	0.0	5.7*	-1.9	i	-36.9
CC(=O)c1nc2ccccc2n1S(=O)(=O)c1ccc(C)cc1
→ -0.1	-7.7	-12.6	0.1	-0.6	-1.0	-9.5	/	-23.2
CSc1nc2c(cc1C#N)CCC2
→ -0.6	2.8	-4.9	0.0	-0.4	-3.6	3.0	i	15.9
Cc1ccc(CON=C2CCN(c3ncc(C(F)(F)F)cc3Cl)CC2)cc1
→ -3.8	15.5	-0.8	1.1	-0.2	1.6	-5.6	i	-9.4
O=c1ccc(-c2ccccc2)nn1Cc1ccc(Cl)cc1
→ -4.8	25.6	-1.1	-0.5	-0.6	-1.9	-8.4	i	4.2
Cc1csc(=O)n1CC(=O)OCC(=O)c1c(N)n(C)c(=O)n(C)c1=O
→ 1.6	3.9	-3.0	0.6	-0.4	1.8	-0.9	i	-6.5
Cc1ccccc1CSCC(=O)Nc1c(C)n(C)n(-c2ccccc2)c1=O
→ -4.4	-12.8	-3.7	-1.0	0.4	1.1	4.9	i	2.3
CC(C)NC(=O)C1(C)CSCC(=O)N1CCOc1ccccc1 (stereo not drawn)
→ -1.0	/	/	-0.9	-0.2	/	/	i	/
COc1ccc(OC)c(NC(=O)c2ccc(NC3=NC4CS(=O)(=O)CC4S3)cc2)c1 (stereo not drawn)
→ 1.9	-4.9	-1.3	2.1	3.6	-6.9	-2.6	i	-105.6
Cc1cccc(/C=N/NC(=O)CN2CCCCCCC2)c1
→ -17.7	-6.5	-7.9	2.6	-0.6	1.8	7.0	i	7.0
O=C(Nc1ccc2nc(SCc3ccc(Cl)cc3)sc2c1)c1ccccc1C(=O)N1CCOCC1
→ 2.1	35.7	1.6	0.2	-0.4	-3.1	9.2	i	-6.4
Cc1ccc(C(C(=O)NCc2ccccc2)N(Cc2cccs2)C(=O)c2ccc3c(c2)OCCO3)cc1 (stereo not drawn)
→ 4.0	51.1*	-11.7	1.7	-1.3	-2.8	2.2	i	-2.3
CC1CCCN(C(=O)Cn2c(-c3nonc3N)nc3ccccc32)C1 (stereo not drawn)
→ -1.0	-1.5	-1.4	2.6	-0.2	-2.8	3.7	i	-1.6
CC(C)(C)c1cc(NC(=O)c2ccc(OC3CCCC3)cc2)no1
→ 1.1	11.1	-3.1	-1.3	-0.3	-3.9	-3.7	i	-1.8
c1ccc(-c2nc3ccccc3[nH]2)cc1
→ -0.6	-2.1	-1.4	-0.3	-1.0	-3.1	-1.2	i	-3.0
CCN(C(=O)CSc1nnc(CNc2cccc(OC)c2)n1C1CCCCC1)C1CCS(=O)(=O)C1 (stereo not drawn)
→ 0.7	-4.9	-1.8	-1.2	-0.4	0.0	-5.0	i	-13.8
Nc1ncnc2c1ncn2[C@@H]1O[C@H](CNC(=O)[C@@H](N)CO)[C@@H](O)[C@H]1O
→ 1.9	-5.5	0.1	1.8	0.2	-4.0	-4.8	i	-3.2
CN(Cc1ccccc1)C(=O)[C@@H]1CCCN1C(=O)[C@@H]1CCCN1C(=O)c1cccc(Cl)c1
→ 2.5	-14.2	-2.3	0.1	0.7	/	0.2	i	/
CCOC(=O)c1sc(NC(C)=O)nc1C
→ -6.3	-8.1	-3.9	0.4	-0.9	7.1	-3.4	i	31.1
COC(=O)CCC(=O)N1CCCC(N2CCN(c3cccc(C(F)(F)F)c3)CC2)C1 (stereo not drawn)
→ 1.4	-3.0	0.8	-1.2	0.4	0.0	-3.1	i	5.1
COc1ccc(NS(=O)(=O)c2cccc(C(=O)N3CCN(S(=O)(=O)c4ccccc4)CC3)c2)cc1
→ 0.9	-0.2	-3.3	-0.7	-0.1	1.2	8.2	i	3.3
CN1C(=O)/C(=C\C(=O)c2cccs2)c2ccccc21
→ -2.3	-2.5	-3.5	-1.0	-0.7	0.9	-11.1	i	4.5
O=S(=O)(Nc1nccs1)c1ccc(Br)cc1
→ 2.0	-4.9	-2.3	-0.6	0.6	10.8*	-1.1	i	10.5
CCN(C(=O)CSc1nnnn1C)C1CCS(=O)(=O)C1 (stereo not drawn)
→ 3.3	-6.5	-3.0	0.2	0.1	3.3	-0.6	i	0.8
O=C(NCCC1CCCCN1S(=O)(=O)c1ccccc1)C(=O)Nc1ccc(F)cc1 (stereo not drawn)
→ -0.8	21.3	-4.0	0.1	-0.5	2.9	-7.6	i	0.2
C[C@@]12CCC=C[C@H]1[C@H](c1ccc(/C=C/c3ccccc3)cc1F)N(Cc1ccccc1)C2=O
→ 2.6	27.1	-3.1	2.3	-0.4	2.6	-13.2	i	-4.0
CCOC(=O)c1ccc(S(=O)(=O)NNC(=O)COc2cccc(C)c2)cc1
→ -10.7	-5.2	-6.7	-0.2	-1.3	-1.1	-11.6	i	0.7

Record cards, as listed above.
O=C(COC(=O)C1=COCCO1)Nc1ccc2c(c1)OCO2 is listed as CSN inh: -4.0; FAS-TE inh: -9.6; MsrA act: -7.6; MsrA inhibitor: 0.2; TbMetRS inhib: -0.6; Rin1-Abl PPI inh: -0.3; E coli Lon inh: -5.8; Neddylation inh: i; PABP1 MLLE inh: 4.0
O=C(Nc1cc([N+](=O)[O-])ccc1Cl)C(Sc1ccccc1)c1ccccc1 (stereo not drawn) is listed as CSN inh: -15.7; FAS-TE inh: 73.2*; MsrA act: -1.6; MsrA inhibitor: 1.1; TbMetRS inhib: -0.5; Rin1-Abl PPI inh: 2.5; E coli Lon inh: 15.7; Neddylation inh: i; PABP1 MLLE inh: -2.2

More structures:
Below each compound: CSN inh	FAS-TE inh	MsrA act	MsrA inhibitor	TbMetRS inhib	Rin1-Abl PPI inh	E coli Lon inh	Neddylation inh	PABP1 MLLE inh
CC(=O)N1CCN(S(=O)(=O)c2cccc(C(=O)N(C)Cc3ccc(C)o3)c2)CC1
→ 1.1	-8.6	-0.5	0.7	-0.2	0.0	1.2	i	1.0
CCc1cc2c3c(c1)C(C)CC(C)(C)N3C(=O)/C2=C1\SC(=O)NC1=O (stereo not drawn)
→ 2.3	24.1	1.3	0.0	-0.6	-4.3	0.0	i	9.8
CC1=NN(C(N)=S)C(C)(C)C1
→ -4.6	-7.8	-1.1	0.1	-0.1	2.4	-3.3	i	-6.8
O=S(=O)(Nc1nc2ccccc2s1)c1cc(F)ccc1F
→ 2.3	1.2	1.3	1.1	0.3	-2.1	-4.6	i	14.5
Cc1ccc(S(=O)(=O)N2C(=O)CCC2C(=O)O/N=C(\N)c2ccc([N+](=O)[O-])cc2)cc1 (stereo not drawn)
→ -4.1	18.2	-3.2	-0.2	0.1	0.1	-8.9	i	-20.4
Cc1nn(CC(=O)O)c(C)c1N
→ -2.2	-4.9	-1.2	0.6	-0.8	-1.9	4.0	i	5.1
Cc1ccc(OC(=O)CCC(=O)Nc2ccc(Br)cc2)cc1
→ 0.0	-6.8	-2.4	-0.7	-0.8	-3.2	-9.2	i	5.5
O=C(COC(=O)CCC(=O)c1ccc(Cl)cc1)NC1CC1
→ 1.1	-3.2	-1.2	1.8	-0.5	-0.3	9.5	i	-1.0
O=C1N=C(N2CCCCC2)S/C1=C\c1ccc(Br)cc1
→ 1.8	-3.0	-1.8	0.4	-0.3	0.7	-4.7	i	7.5
COc1cc(/C=C/C(=O)Nc2ccc(OC)c(S(=O)(=O)N3CCOCC3)c2)ccc1OCC#N
→ 2.7	-0.4	-17.1	2.9	-0.3	0.3	-11.9	i	8.0
